DUSP3 inh: blocks the human dual specificity phosphatase VHR1. inhibition, % at 20 µM. 0.7% of 50,000 active. P51452. recombinant VHR phosphatase, colorimetric substrate read-out; in the data active means inhibition above about 60%; further: some results filed as inactive read as strong as hits
Target sequence (P51452 whole entry, looked up): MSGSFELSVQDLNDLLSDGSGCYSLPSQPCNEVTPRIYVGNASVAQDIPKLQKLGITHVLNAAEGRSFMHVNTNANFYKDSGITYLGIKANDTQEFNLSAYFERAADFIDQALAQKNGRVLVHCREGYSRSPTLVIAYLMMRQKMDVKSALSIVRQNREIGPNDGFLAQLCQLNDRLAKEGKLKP
Numbers without * were called inactive. Not all compounds are listed; rates above refer to the full screens.

SMILES	DUSP3 inh
Cc1c(Cl)cccc1NC(=O)COc1ccc(Cl)cc1	-2
Cc1cn(S(=O)(=O)c2ccc3ccccc3c2)cn1	11
CCc1nnc(NC(=O)C(CC)CC)s1	-2
CCC(C)C(=O)N1c2ccccc2C(N(C(=O)COc2ccccc2)c2ccccc2)CC1C (stereo not drawn)	-22
CCC(=O)n1/c(=N/C(=N)N)nc(C)c2ccc(C)cc21	-4
N/C(=N\OC(=O)c1ccccc1Br)c1ccccc1	-19
N#Cc1ccc(/C=N/N2C(=O)C3C(C2=O)C2C=CC3C23CC3)c([N+](=O)[O-])c1 (stereo not drawn)	-18
O=C1S/C(=C\c2cccs2)C(=O)N1Cc1ccccc1	-12
O=C(CCN1C(=O)c2ccccc2C1=O)Nc1cc(C(F)(F)F)ccc1Cl	2
COc1ccc(CN2CCN(C(=O)c3cccc(Cl)c3)CC2)cc1OC	-3
Cc1nnc(C)n1/N=C/c1ccc(-c2ccccc2)cc1	-7
CC(C)(C)c1ccc(-c2nn(CNc3cccc(Cl)c3)c(=S)o2)cc1	-18
O=C(c1ccc(Cl)cc1)c1cc([N+](=O)[O-])ccc1Cl	-9
CCOC(=O)CSCCOc1ccc(/C=C2/C(=O)NC(=O)N(c3ccc(C)cc3)C2=O)cc1OC	-16
O=C1NC(=O)N(c2ccc(F)cc2)C(=O)/C1=C/c1cc(Cl)c(O)c(Cl)c1	106
COc1ccc(N2CC(C(=O)OCC(=O)c3ccc(Br)cc3)CC2=O)cc1 (stereo not drawn)	-22
CC(C)(C)c1cc(Br)ccc1OCC(=O)Nc1ccccc1[N+](=O)[O-]	-1
COc1ccccc1/C=N/NC(=O)C(=O)NCc1ccccn1	-30
COc1cc(NS(=O)(=O)c2ccccc2)cc(OC)c1	-7
Cc1ccc(C2=NC(=O)/C(=C/c3ccc4c(c3)OCO4)S2)cc1	-30
C=CCOc1ccc(/C=C2\C(=O)N(Cc3ccco3)C(C)=C2C(=O)OC)cc1OC	10
Cc1ccc(C(=O)NNC(=O)c2ccc3ccccc3c2O)cc1	4
CC(=Nc1cc(Cl)ccc1O)c1c(-c2ccccc2)[nH]n(-c2nc3ccccc3s2)c1=O	2
COC(=O)Nc1sc(C)c(C)c1C(N)=O	-4
O=C(Oc1ccc(Cl)cc1Cl)c1c(F)cccc1F	5

Next structures
SMILES	DUSP3 inh
COc1ccc(/C=N/Nc2nc3ccccc3[nH]2)c2c(OC)cccc12	-83
CCCc1n[nH]c2c1/C(=N\O)CC(C)(C)C2	-16
O=C1C=C/C(=N\S(=O)(=O)c2ccc(F)cc2)c2ccccc21	-8
CCc1ccccc1NC(=O)CN(c1ccc(Cl)cc1)S(C)(=O)=O	-11
COc1ccc(/C=N/NC(=O)CNc2cccc3ccccc23)c(O)c1	8
O=C(Nc1ccc2oc(-c3cccnc3)nc2c1)c1cccc(OCc2ccccc2)c1	-3
CC(=O)NC1=NC(=O)/C(=C\c2ccc(-c3cc([N+](=O)[O-])ccc3C)o2)S1	39
Cc1ccc(C(=O)N/C(=C/c2ccc(Br)cc2)C(=O)N2CCOCC2)cc1	7
CCOC(=O)c1c(NC(=O)C(c2ccccc2)c2ccccc2)sc2c1CC(C)(C)OC2	9
COc1ccc2c(c1OC)C(=O)N(c1cccc(F)c1)C2	-5
O=C(NCCCc1ccccc1)C(F)(F)F	-30
O=C(c1ccccc1Oc1ccccc1)N1CCN(c2ccc([N+](=O)[O-])cc2)CC1	5
CN1C(=O)/C(=C/c2cccn2-c2cccc([N+](=O)[O-])c2)SC1=S	-20
O=C(NC(=S)Nc1ccc2oc(-c3ccc(-c4ccccc4)cc3)nc2c1)c1ccco1	-4
Cc1ccc(-c2noc(CCc3ccccc3)n2)cc1	-8
CCCC(=O)c1ccc(N2CCOCC2)c(F)c1	2
Cc1ccc(S(=O)(=O)NC(=O)N2CCN(Cc3ccccc3)CC2)cc1	-12
CCOP(=O)(OCC)C(OC(N)=O)c1ccc([N+](=O)[O-])cc1 (stereo not drawn)	-8
CCC(=O)c1ccc(OC(=O)c2ccc(Br)cc2)cc1	-7
COC(=O)c1c(NC(=O)C(C)C)sc2c1CCCCC2	-20
CCCCCCOc1ccc(N2C(=O)CC(N(C)Cc3ccccc3)C2=O)cc1 (stereo not drawn)	-11
C=CCSc1nc2sc3c(c2c(=O)n1-c1ccccc1)CCc1ccccc1-3	-8
CC(C)(C)c1ccc(C(=O)NCCOc2ccccc2Cl)cc1	-24
CN(C)C(=O)c1cnn(-c2ccccc2)c1NC(=O)c1ccc(Br)cc1	-9
c1ccc2c(c1)nc1n2CCN1CCNC1CCCCC1	3

Remaining list, next part
SMILES	DUSP3 inh
Cc1ccc(S(=O)(=O)N(C)CCCC(=O)Nc2ccccc2C)cc1	-19
Cc1cc[n+](CC(=O)N(c2ccccc2)C(C)C)cc1	-6
COc1ccc(/C(N)=N/OC(=O)c2cccc(F)c2)cc1	-16
O=C(CSCc1ccc(Cl)cc1)N/N=C/c1ccc(Sc2cccc3cccnc23)o1	2
O=C(O)C1C2C=CC(C2)C1C(=O)Nc1ccc(Br)cc1F (stereo not drawn)	-11
O=C1CS/C(=N\N=C\c2cn(Cc3ccc(Cl)cc3Cl)nc2-c2ccccc2)N1	-15
CN1CCC(O)N1C(=O)c1ccccc1O (stereo not drawn)	-5
O=C(c1ccccc1)N1CC(=O)N2CCc3ccccc3C2C1 (stereo not drawn)	-2
COc1cc2c(cc1NC(=O)c1cccc([N+](=O)[O-])c1C)oc1ccccc12	-2
COC(=O)C(C)N(C(=O)c1ccc(C(=O)c2ccccc2)cc1)c1c(C)cccc1C (stereo not drawn)	-3
CCc1ccccc1NC(=O)C(=O)NCCCOC	-8
O=C(COc1ccc2ccccc2c1)NCc1cccnc1	2
COc1ccc(Cl)cc1C(=O)Nc1ccc(N2CCCCC2)c(Cl)c1	-13
COC(=O)c1c(/N=C/N(C)C)ncn1-c1ccccc1OC	-17
Cc1ccc(/C=C2/SC(=S)N(NC(=O)c3ccccc3Br)C2=O)o1	-10
CCOc1ccc(-c2cc(C(=O)OC)c3ccccc3n2)cc1	27
O=C(O)c1cnn2c1NC(c1cccs1)CC2C(F)(F)F (stereo not drawn)	-22
Cc1ccc(Cl)cc1NC(=O)COc1cccc(C)c1C	-14
Cc1cc(/C=C2/NC(=O)NC2=O)c(C)n1-c1cccnc1	-3
C=CCOc1ccc(/C=C2\SC(N)=NC2=O)cc1OC	-22
CCc1c(O)nc(SCCN(CC)CC)[nH]c1=O	-5
COc1cccc(/C=C2/C=C(c3ccc(Br)cc3)OC2=O)c1OC(C)=O	4
CC(C)NC(=O)c1ccc(Cl)c(Cl)c1	-28
N/C(=N\N=C\c1c(O)ccc2ccccc12)c1nonc1N	-20
CC1=C(C(=O)OCCOc2ccccc2)C(c2ccccc2F)C2=C(CCCC2=O)N1 (stereo not drawn)	-6

(cont.)
SMILES	DUSP3 inh
COc1cc(/C=C2\SC(=O)N(c3c(C)n(C)n(-c4ccccc4)c3=O)C2=O)ccc1O	-10
O=C(Nc1cc(Sc2ccccc2)cc([N+](=O)[O-])c1)c1ccc(F)c(F)c1	-8
O=C1CC(Nc2ccc(N3CCOCC3)cc2)C(=O)N1c1cccc(Cl)c1 (stereo not drawn)	7
Cc1cc(C)cc(N(CC(=O)NCC2CCCO2)S(=O)(=O)c2ccccc2)c1 (stereo not drawn)	-18
CCOc1cc(C(=O)Nc2sc(C)c(C)c2C(=O)OC)cc(OCC)c1OCC	39
CC1(C)N=C(N)NC(Nc2ccccc2)=N1	-12
COc1ccc(CCNC(=O)C(Cl)(Cl)Cl)cc1	-5
O=C(O)C1CCCCC1C(=O)NCc1ccccc1 (stereo not drawn)	-12
COc1ccc(-c2cc(C(F)(F)F)n3nc(C(=O)Nc4cccc(O)c4)cc3n2)cc1OC	81
CC(/C=C/c1ccccc1)=NNC(=O)c1ccc(Cl)cc1O	17
O=C(Nc1ccccc1O)c1cccnc1	-19
O=C(c1cccc([N+](=O)[O-])c1)N1N=C(c2ccccc2)CC1(O)C(F)(F)F (stereo not drawn)	27
O=C(N/N=C/c1ccccc1O)c1cc(C2CC2)[nH]n1	-11
O=c1oc2cc(OCCc3ccccc3)ccc2c2c1CCC2	-49
Cc1nc2ccccc2n1-c1ccccc1	-33
O=C/C(=C\Nc1ccc(S(=O)(=O)CCO)cc1)c1nc2ccccc2o1	-5
CCN(CC)c1ccc(C=Nn2cnnc2)cc1	-5
CCOC(=O)/C(N=Nc1cc(C(=O)OC)cc(C(=O)OC)c1)=C(/C)O	-6
O=c1oc2ccccc2c2c1C(c1cccc(F)c1)c1c(c3ccccc3oc1=O)O2	-15
O=C1CCCC2=C1C(c1ccc(Cl)cc1Cl)Nc1ccc(C(=O)c3ccccc3)cc1N2 (stereo not drawn)	11
Cc1cc(=O)oc2cc3c(cc12)OCCN3	2
COc1cccc(/C=C2/C=C(c3ccc(C)cc3)OC2=O)c1OC	7
Oc1ccccc1/C=N/Nc1cc(N2CCCC2)nc(N2CCCC2)n1	-6
COc1cc(/C=N\n2nnnc2N)ccc1OCc1ccc(F)cc1	-11
O=C(Nc1ccccc1)Nc1nnc(Cc2ccc([N+](=O)[O-])cc2)s1	-2

Continued:
SMILES	DUSP3 inh
CCOC(=O)c1c(NC(=O)/C=C/c2ccco2)sc2c1CCCC2	9
CC(=O)C1=C(O)C(=O)N(CCN(C)C)C1c1ccc2c(c1)OCO2 (stereo not drawn)	-12
Cc1cc(C(=O)Nc2nc(-c3ccc(Cl)cc3)cs2)ccc1[N+](=O)[O-]	-15
Cc1ccc(N=C(NO)C(=Nc2ccc(C)c(C)c2)NO)cc1C	-18
CC1CCc2c(sc(NC(=O)c3ccccc3Cl)c2C(=O)Nc2ccccc2Cl)C1 (stereo not drawn)	-18
Cc1ccc2[nH]c(C(=O)N/N=C/c3ccncc3)c(-c3ccccc3)c2c1	6
CCOC(=O)c1c(NC(=O)c2ccoc2C)sc2c1CCC(C)C2 (stereo not drawn)	-33
c1ccc(Nc2ncnc3sc4c(c23)CCC4)cc1	-6
Cc1cc(C=C2C(=O)NC(=S)NC2=O)c(C)n1-c1cccnc1	12
CC(=O)Nc1ccc(S(=O)(=O)Nc2ccccc2C(=O)Nc2ccccc2)cc1	9
CCc1ccccc1NC(=O)c1ccc(CN2CCc3ccccc3C2)cc1	-32
COc1cccc(N(CC(=O)Nc2ccc(C)cc2)S(=O)(=O)c2ccccc2)c1	-18
CC(C)(O)C#Cc1ccc(C2C3=C(CC(C)(C)CC3=O)OC3=C2C(=O)CC(C)(C)C3)cc1	-4
CC(=O)C1=C(N2CCOCC2)CC(C)(C)CC1=O	-4
CCCN1C(=O)/C(=C\c2nc3ccccc3c(=O)n2C)c2cc(Br)ccc21	-2
O=C1CCCC2=C1C(c1ccc3c(c1)OCO3)Nc1ccc3ccccc3c12 (stereo not drawn)	-7
O=C(/C=C/c1ccccc1OC(=O)c1cccnc1)c1ccccc1	1
CC(=O)c1ccc(NC(=S)Nc2ccccc2)cc1	27
CCOC(=O)C1=C(C)N=c2s/c(=C\c3ccc(N(C)C)o3)c(=O)n2C1c1ccc(F)cc1 (stereo not drawn)	-23
CS(=O)(=O)N(CC(=O)NC1CC1)c1ccc(Cl)cc1	-10
Cc1cc(C)n2nc(-c3ccc(Cl)cc3)cc2n1	-2
CCCCN(CCCC)S(=O)(=O)c1ccc(I)cc1	-28
N/C(=N\N=C\c1ccc(O)cc1)c1nonc1N	-16
Cc1c(-c2ccc(Cl)cc2)nc2ccccc2c1C(=O)O	-11
CC(C)(C)NC(=O)c1cc(NC(=O)c2cccs2)cc(NC(=O)c2cccs2)c1	-2

The listing continues:
SMILES	DUSP3 inh
Cc1ccc2nc(NC3=NC(CC(=O)O)C(=O)N3)nc(C)c2c1 (stereo not drawn)	0
COc1cc(NC(=O)c2cc(Br)ccc2OC)ccc1NC(=O)c1ccco1	-8
COc1cccc(C(=O)/C=C/c2ccc(Cl)cc2)c1	3
CC1(C)CC(NC(=O)CN2CCN(CC(=O)NC3CC(C)(C)NC(C)(C)C3)CC2)CC(C)(C)N1	-1
COc1cccc(N2C(=O)C(=O)/C(=C(\O)c3ccccc3)C2c2ccc(Br)cc2)c1 (stereo not drawn)	-8
COc1cccc(OC)c1C(=O)Nc1cccc(Oc2ccc3c(c2)C(=O)N(c2ccccc2)C3=O)c1	4
N/C(Cc1ccc([N+](=O)[O-])cc1)=N\OC(=O)c1cccc(I)c1	-14
CNc1ccc([N+](=O)[O-])cc1N/C=C1\CCc2ccccc2C1=O	11
O=C(COc1ccc([N+](=O)[O-])cc1)Nc1cc(C(F)(F)F)ccc1Cl	2
CCOC(=O)c1cccc(NC(=O)/C=C/c2ccccc2Cl)c1	11
Cc1c(C#N)c2ncnc(-c3ccccc3)c2n1-c1ccccc1	-6
CCCOc1cccc(C(=O)Nc2scc(-c3ccc(F)cc3)c2C(=O)OC)c1	-26
